Screens (PubChem BioAssay)
ANO1 activ – mouse TMEM16A channel activation, primary screen; AID 623877; B-score at 10 µM; Q8BHY3; HEK293 TMEM16A/YFP-H148Q/I152L, iodide quench fluorescence; stronger effect = lower value; actives 0.3% (n = 340,000);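 active = fluorescence-ratio B-score plate-corrected deviation score at least 3 library SD below zero, with starting fluorescence score within 5 deviations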;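 note: channel opened by trigger with iodide after compound preincubation; score built on the fluorescence ratio of max minus min over baseline; more negative score means more quench and so TMEM16A activation or potentiation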
KCNQ1 act – potentiates or activates the human KCNQ1 potassium channel; actives 0.35% (n = 310,000); B-score at 10 µM; CHO-K1 KCNQ1, thallium flux FluxOR fluorescence; stronger effect = higher value;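 active = fluorescence ratio B-score, a plate-corrected score, at least three library SD, with initial intensity B-score within 5 SD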
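Assay system: stable KCNQ1 CHO-K1 line; medium: assay buffer, equal DMSO in all wells; timing: 90 min dye loading and 20 min compound exposure, both at room temperature; technique: kinetic FluxOR thallium fluorescence, 10-s 1-Hz baseline, 110-s post-stimulus read; read-out basis: B score of baseline-normalized fluorescence ratio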
RGS4 block – inhibitors of human RGS4; HEK293 M3R/RGS4 inducible, Fluo-4 calcium flux; stronger effect = higher value; triggered by carbachol at its EC20; B-score at 10 µM; actives 0.45% (n = 310,000); AID 463165;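 active = B-score, a plate-corrected calcium signal, over three deviations above library mean, with baseline fluorescence within five deviations of library mean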;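 note: RGS4 expression induced by doxycycline in cells with stable M3 receptor; B-score is computed from the integrated fluorescence ratio over baseline after carbachol; higher B-score means a larger calcium signal and so more RGS4 inhibition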
Target sequence (P49798 whole entry, looked up): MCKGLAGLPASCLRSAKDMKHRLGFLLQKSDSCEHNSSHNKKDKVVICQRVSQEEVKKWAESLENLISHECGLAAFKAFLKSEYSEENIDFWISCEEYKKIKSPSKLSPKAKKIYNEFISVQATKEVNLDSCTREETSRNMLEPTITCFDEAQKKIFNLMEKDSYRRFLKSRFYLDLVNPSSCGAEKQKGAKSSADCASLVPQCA
MrgX1 PAM – human MrgX1 positive allosteric modulation, primary screen; actives 0.63% (n = 310,000); Q96LB2; MrgX1-HEK293, Fluo-4 calcium flux, FDSS; stronger effect = higher value; B-score at 10 µM;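 active = plate-corrected calcium response at least 3 library SD above typical, normal starting fluorescence, not activating the receptor alone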;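 note: compound read alongside a low EC10 to EC30 dose of BAM8-22 agonist; peak minus trough fluorescence over baseline measured at the second addition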
Target sequence (Q96LB2 whole entry, looked up): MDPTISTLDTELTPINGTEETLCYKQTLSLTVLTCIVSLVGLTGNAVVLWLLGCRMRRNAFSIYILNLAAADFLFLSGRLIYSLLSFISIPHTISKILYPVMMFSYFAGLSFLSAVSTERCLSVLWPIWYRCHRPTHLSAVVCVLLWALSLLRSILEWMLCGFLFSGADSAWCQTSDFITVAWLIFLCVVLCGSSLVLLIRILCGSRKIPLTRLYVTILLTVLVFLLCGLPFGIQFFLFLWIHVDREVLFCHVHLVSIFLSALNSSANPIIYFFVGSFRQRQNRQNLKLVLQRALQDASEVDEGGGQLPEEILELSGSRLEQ
TMEM16A inh – inhibitors of mouse TMEM16A calcium-activated chloride channel. Q8BHY3. HEK293 TMEM16A/YFP iodide influx fluorescence, ionomycin. normalized B-score (activity score, 25-100; higher = stronger inhibition) at 10 µM. actives 1.2% (n = 310,000). AID 588511;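 active = ratio plate-corrected score three or more library SD toward inhibition, starting fluorescence score within five deviations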;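 note: score derived from kinetic fluorescence span divided by baseline fluorescence per well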
KCNQ1 inh – blocks the human KCNQ1 potassium channel; CHO-K1 KCNQ1, FluxOR thallium flux fluorescence; stronger effect = higher value; B-score at 10 µM; actives 1.3% (n = 310,000);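 active = compounds whose thallium flux B-score, printed positive for inhibition, exceeds three library SD while starting fluorescence stays within three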;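 note: channel opened by potassium depolarization with thallium stimulus after 20 min compound exposure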
KCNK3 inh – human KCNK3 channel inhibition, primary screen | CHO-KCNK3 thallium flux, FluxOR fluorescence; stronger effect = lower value | actives 0.84% (n = 340,000) | O14649 | B-score at 10 µM;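 active = B-score under library mean minus 4 SD, starting fluorescence ratio at most library mean plus 5 SD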;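 note: more negative B-score means stronger inhibition of thallium flux through KCNK3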
Target sequence (O14649 whole entry, looked up): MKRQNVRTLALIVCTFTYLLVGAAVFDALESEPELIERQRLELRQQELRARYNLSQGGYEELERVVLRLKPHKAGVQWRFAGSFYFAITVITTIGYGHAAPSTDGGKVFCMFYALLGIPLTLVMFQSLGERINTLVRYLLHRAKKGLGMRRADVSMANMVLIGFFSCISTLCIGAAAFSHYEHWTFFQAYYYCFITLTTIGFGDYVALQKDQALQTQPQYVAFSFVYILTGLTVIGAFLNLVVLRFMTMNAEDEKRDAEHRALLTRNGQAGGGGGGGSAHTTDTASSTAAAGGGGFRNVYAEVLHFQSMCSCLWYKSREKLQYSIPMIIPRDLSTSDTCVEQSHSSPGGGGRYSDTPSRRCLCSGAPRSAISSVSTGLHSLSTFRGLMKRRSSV
RGS4 act – RGS4 potentiation or activation | B-score at 10 µM | actives 0.92% (n = 310,000) | AID 463111 | HEK293 M3R/inducible RGS4, carbachol calcium flux Fluo4; stronger effect = lower value;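 active = B-score of the integrated calcium signal more than 4 SD below the library mean, with starting fluorescence not abnormally high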;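 note: negative B-score means reduced calcium response which marks RGS4 activation or potentiation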
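test system = HEK293 cells with stable M3R and inducible RGS4 | schedule = recording 10 s baseline at 1 Hz, 100 s post-agonist | technique = Fluo4-AM (2 µM) calcium-flux fluorescence, kinetic read | measure = Agonist-evoked peak-minus-minimum fluorescence over baseline, integrated ratio, B score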
hERG rescue – hERG (human) protection from proarrhythmic block; activation (rescue from dofetilide block), less the hit threshold, % at 10 µM; Q12809; CHO-hERG, FluxOR thallium flux, dofetilide IC70 present; actives 0.51% (n = 310,000);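 active = activation above the mean of controls blocked by dofetilide plus 5 SD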;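 note: thallium influx through hERG after potassium depolarization seen as dye fluorescence rise; in these data hits start at about 4.7%; inactives centre near -7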
MrgX1 agonist – agonists of human MrgX1 receptor. MrgX1-HEK293 cells, Fluo-4 calcium fluorescence, agonist mode; stronger effect = higher value. actives 0.44% (n = 310,000). AID 588627. B-score at 10 µM;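 active = calcium response B-score plate-corrected fluorescence ratio at least 3 library SD, with starting fluorescence B-score inside 5 SD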
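Material – MrgX1-expressing HEK293 cells · Input – 15,000 cells seeded per well · Dosing – compound as first of three additions · Times – overnight seeding, then 1 h dark dye loading · Measured by – kinetic Fluo-4 NW fluorescence of intracellular calcium · Read-out – B-scored fluorescence response ratio · Benchmarks – positive and negative control wells on each plate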
KCNK9 inh – inhibitors of human KCNK9 two-pore domain potassium channel. Q9NPC2. HEK293 KCNK9, FluxOR thallium flux fluorescence; stronger effect = lower value. B-score at 10 µM. actives 1.2% (n = 310,000). AID 488922;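 active = ratio B-score over 3 SD below the library mean, with starting fluorescence within 5 SD of its mean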;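 note: negative B-score means less thallium flux so channel inhibition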
* hit, by the source's call; i = inactive; · = no result given.

SMILES	ANO1 activ	KCNQ1 act	RGS4 block	MrgX1 PAM	TMEM16A inh	KCNQ1 inh	KCNK3 inh	RGS4 act	hERG rescue	MrgX1 agonist	KCNK9 inh
CC(=O)c1c(C)[nH]c(-c2ccccc2)nc1=S	i	i	i	i	i	i	i	i	-3	i	i
Cc1cc(=O)oc2c3c(cc(OCC(=O)NCCCn4ccnc4)c12)OC(C)(C)CC3	i	i	i	i	i	i	i	i	-7	i	i
CN1N=C(C(=O)NC2CCCc3c2cnn3-c2ccc(F)cc2F)CCC1=O (centres undefined)	i	i	i	i	i	i	i	i	-9	i	i
COC(=O)c1c(C)[nH]c(C(=O)/C=C/c2ccc(C)cc2)c1C	i	i	i	i	i	i	i	i	-7	i	i
Cc1cc(/C=C(/C#N)c2nc3ccccc3[nH]2)c(C)n1-c1ccccc1C(=O)O	i	i	i	i	i	i	i	i	-8	i	i
Cc1cc(=S)[nH]c(=S)[nH]1	i	i	i	i	i	i	i	i	-8	i	i
COc1ccc(OC)c(NC(=O)C2C3CCC(C3=C(C)C)C2C(=O)O)c1 (centres undefined)	i	i	i	i	i	i	i	i	-15	i	i
O=C(Nc1ccccc1)c1ccc(-n2cnnn2)cc1	i	i	i	i	i	i	i	i	-9	i	i
CC(=O)/C(=C\Nc1ccc(OCc2ccccc2)cc1)c1ccccc1	i	i	i	i	i	i	i	i	-9	i	i
Cc1cccc(NC(=O)CSc2nncn2-c2ccccn2)c1	i	i	i	i	i	i	i	i	-7	i	i
O=C(N/N=C/c1ccc(COc2ccc(Br)cc2)o1)c1ccc2c(c1)OCO2	i	i	i	·	·	i	i	i	-2	·	i
O=C1CCN(CCc2ccccc2)CCN1CCSc1ccccc1	i	i	i	i	i	i	i	i	-7	i	i
O=C(N/N=C\c1ccccc1)c1cccc(C(=O)N/N=C\c2ccccc2)n1	i	i	i	i	i	i	i	i	-6	i	i
Oc1ccc(-c2ccccc2)cc1CN1CCCCCC1	i	i	i	i	i	i	i	i	-4	i	i
O=C(CN1C(=O)c2cccc3cccc(c23)C1=O)N1CCCCCC1	i	i	i	i	i	i	i	i	-5	i	i
CC(C)Oc1ccc2c3c(c(=O)oc2c1)CCC3	i	i	i	i	i	i	i	i	-19	i	i
O=C(N/N=C/c1ccoc1)c1cc(O)cc(O)c1	i	i	i	i	i	i	i	i	-12	i	i
CCC(=O)OCCCCCCOc1ccc(C(=O)O)cc1	i	i	i	i	i	i	i	i	-7	i	i
COc1ccc(NC2=CC(=O)CC(c3ccccc3)C2)cc1 (centres undefined)	i	i	i	i	i	i	i	i	-7	i	i
CCOc1ncccc1C(=O)OCC(=O)c1cc(OC)c(OC)c(OC)c1	i	i	i	i	i	i	i	i	-7	i	i
COc1ccc(-c2cc(C(F)(F)F)n3nc(C(=O)N4CCCCC4)cc3n2)cc1	i	i	i	i	i	i	i	i	-4	i	i
Cc1cc(/C=N/n2cnnc2)c(C)n1-c1ccc(OCc2ccc(Cl)cc2)cc1	i	i	i	i	100*	i	i	i	-14	i	i
O=C(NCc1ccc(Cl)cc1)C1CCC(=O)N(C2CC2)C1 (centres undefined)	i	i	i	i	i	i	i	i	-7	i	i
[O-][N+]1=c2ccc(Nc3ccccc3)cc2=NC12CCCCC2	i	i	i	i	i	i	i	i	-6	i	i
CCOC(=O)N1CCN(C(=O)C(C)N(c2ccc(Oc3ccccc3)cc2)S(C)(=O)=O)CC1 (centres undefined)	i	i	i	i	i	i	i	i	-12	i	i

(list continues)
SMILES	ANO1 activ	KCNQ1 act	RGS4 block	MrgX1 PAM	TMEM16A inh	KCNQ1 inh	KCNK3 inh	RGS4 act	hERG rescue	MrgX1 agonist	KCNK9 inh
CCc1cc2c(=O)[nH]c(Cc3ccccc3)nc2s1	i	i	i	i	i	i	i	i	-3	i	i
COc1cccc(N2C(=O)c3cccnc3C2O)c1 (centres undefined)	i	i	i	i	i	i	i	i	-5	i	i
O=C(NCc1ccco1)c1nn2c(C(F)(F)F)cc(-c3cccs3)nc2c1Br	i	i	i	i	i	i	i	i	-24	i	i
COc1nc(OC)nc(N2CCC(NC(=O)C(Cc3ccc(C(C)C)cc3)NC(C)=O)CC2)n1 (centres undefined)	i	i	i	i	i	i	i	i	-5	i	i
COc1cc2c3c(c1)c(N=NC(N)=S)c(O)n3C(C)(C)C=C2C	i	i	i	i	i	i	i	i	-12	i	i
CCCNC(=O)COC(=O)c1cccnc1Nc1ccccc1F	i	i	i	i	i	i	i	i	-4	i	i
O=C(NC12CC3CC(CC(C3)C1)C2)C1CCCN1C(=O)Nc1ccccc1 (centres undefined)	i	i	i	i	i	i	i	i	-2	i	i
COc1ccc(C2CC(=O)N(CC(=O)NCC3CCCO3)c3ccccc3S2)cc1 (centres undefined)	i	i	i	i	i	i	i	i	-7	i	i
Cc1cnc(NC(=O)CSc2nnc(Cc3ccccc3)o2)s1	i	i	i	i	i	i	i	i	-6	i	i
Cn1c(=O)c2c(nc(CN3CCN(C(=O)c4ccco4)CC3)n2CC(N)=O)n(C)c1=O	i	i	i	i	i	i	i	i	-8	i	i
N#Cc1c(-c2ccccc2)cc(-c2ccccc2)nc1SCc1nnc(-c2ccccc2)o1	i	i	i	i	i	i	i	i	-13	i	i
CCOc1ccc(NC(=O)C2CC3CCC2C3)cc1 (centres undefined)	i	i	i	i	i	i	i	i	-6	i	i
CC(C)C[C@H](NC(=O)Nc1ccc2c(c1)OCCO2)C(=O)O	i	i	i	i	i	i	i	i	-9	i	i
O=C(CC(C(=O)O)c1c(F)cccc1Cl)c1ccc(Cl)cc1 (centres undefined)	i	i	i	i	i	i	i	i	-12	i	i
O=c1cc(CO)oc(C(Nc2ccccn2)c2ccccc2F)c1O (centres undefined)	i	i	i	i	i	i	i	i	-5	i	i
Cc1ccccc1CCN(C(=O)c1csnn1)C(C(=O)NC1CCCC1)c1ccco1 (centres undefined)	i	i	i	i	i	i	i	i	-8	i	i
CNc1ccc(/C=C/C(=O)c2ccc3c(c2)OCCO3)cc1[N+](=O)[O-]	i	i	i	i	i	10*	i	i	-2	i	i
COc1ccc(CCN(C)C(=O)C23CC4CC(CC(Cl)(C4)C2)C3)cc1OC	i	i	i	i	i	i	i	i	-11	i	i
CCOCCOC(=O)C(C)Oc1ccc(Oc2ncc(Cl)cc2Cl)cc1 (centres undefined)	i	i	i	i	i	i	i	i	-17	i	i
CCc1ccccc1-n1nnnc1SCC(=O)Nc1ccc(N2CCN(C)CC2)cc1	i	i	i	i	i	i	i	i	-8	i	i
Cc1ccc(F)c(NC(=O)CCOc2ccccc2C)c1	i	i	i	i	i	i	i	i	-1	i	i
Fc1ccc(CNC(=S)Nc2ccc(OC(F)F)cc2)cc1	i	i	i	i	i	7*	i	i	-8	i	i
O=C(CSc1nnc(-c2ccc3c(c2)OCCO3)o1)N1CCCC1	i	i	i	i	i	i	i	i	-9	i	i
CCCC(=O)Nc1sc2c(c1C#N)CCCCC2	i	i	i	i	i	i	i	i	-9	i	i
CC(=O)Nc1ccc(NC(=S)NC(=O)c2oc3ccccc3c2C)cc1	i	i	i	i	i	i	i	i	-2	i	i

(further entries)
SMILES	ANO1 activ	KCNQ1 act	RGS4 block	MrgX1 PAM	TMEM16A inh	KCNQ1 inh	KCNK3 inh	RGS4 act	hERG rescue	MrgX1 agonist	KCNK9 inh
COc1cc2ncnc(N[C@H](C)c3ccccc3)c2cc1OC	i	i	i	i	i	i	i	i	-8	i	i
COC(=O)N/N=C/c1cc(Cl)cc(Cl)c1OCc1ccc(F)cc1	i	i	i	i	i	i	i	i	-6	i	i
COc1ccc(C(=O)NCCc2nc3cc([N+](=O)[O-])ccc3n2C)cc1	i	i	i	i	i	i	i	i	-15	i	i
CCOC(=O)c1c(C)n(C)c2ccc(OC(=O)c3ccco3)cc12	i	·	·	i	i	·	i	·	·	i	·
CCCn1c(N2CCN(C(=O)NCc3ccccc3)CC2)nc2ccccc21	i	i	i	i	i	i	i	i	-18	i	i
CC1CN(S(=O)(=O)c2ccc(C(=O)Nc3nc(-c4cc5ccccc5o4)cs3)cc2)CC(C)O1 (centres undefined)	i	i	i	i	25*	i	i	i	-6	i	i
CCOc1ccccc1N1CCN(C(=O)NCc2ccc(F)cc2)CC1	i	i	i	i	i	i	i	i	-15	i	i
OCCC1CN(Cc2cccc(C(F)(F)F)c2)CCN1Cc1ccccc1 (centres undefined)	i	i	i	i	i	i	i	i	-10	i	i
CC(C)(C)n1nnnc1C(c1cc2cc3c(cc2[nH]c1=O)OCO3)N1CCN(c2ccccc2)CC1 (centres undefined)	i	i	i	i	i	i	i	i	-8	i	i
CC(=O)NC(CSC(CC(=O)c1ccco1)c1ccc(C)cc1)C(=O)O (centres undefined)	i	i	i	i	i	i	i	i	-6	i	i
C/C(=C\CNc1ncnc2nc[nH]c12)CO	i	i	i	i	i	i	i	i	-2	i	i
OCCNc1nc(Nc2ccc(O)cc2)nc2ccccc12	i	i	i	i	i	i	i	i	-9	i	i
O=C(CCCC(=O)N(CC(=O)NC1CCCC1)C1CCCC1)Nc1ccccn1	i	i	i	i	i	i	i	i	-10	i	i
Cc1ccc2c(c1)c1c(n2CC(O)CN2CCOCC2)CCCC1 (centres undefined)	·	i	i	i	i	i	·	i	-7	i	i
CC(C)N1CC(C(=O)Nc2ccc(F)c(Cl)c2)CC1=O (centres undefined)	i	i	i	i	i	i	i	i	-6	i	i
COc1ccc(NCc2nnc(SCC(=O)Nc3cc(C)cc(C)c3)o2)cc1	i	i	i	i	i	i	i	i	-6	i	i

2 of the compounds above, field by field.
OCCNc1nc(Nc2ccc(O)cc2)nc2ccccc12
  ANO1 activ: i	KCNQ1 act: i	RGS4 block: i	MrgX1 PAM: i	TMEM16A inh: i	KCNQ1 inh: i	KCNK3 inh: i	RGS4 act: i	hERG rescue: -9	MrgX1 agonist: i	KCNK9 inh: i
O=C(CCCC(=O)N(CC(=O)NC1CCCC1)C1CCCC1)Nc1ccccn1
  ANO1 activ: i	KCNQ1 act: i	RGS4 block: i	MrgX1 PAM: i	TMEM16A inh: i	KCNQ1 inh: i	KCNK3 inh: i	RGS4 act: i	hERG rescue: -10	MrgX1 agonist: i	KCNK9 inh: i
